SENP1 inh – human SENP1 catalytic domain inhibitors, primary screen, biochemical, FRET, uHTS; Sentrin-specific protease 1 (Homo sapiens), Q9P0U3; recombinant SENP1 catalytic domain, CyPet-SUMO1-YPet FRET cleavage; inhibition, % at 10 µM; actives 0.21% (n = 360,000);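 active = inhibition at least 30% at 10 µM, raw YFP signal under a set limit, fluorescence ratio 0.5 to 1.5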;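 note: 0% = enzyme with DMSO and 100% = no enzyme wells; some results filed as inactive read as strong as hits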
Target sequence (Q9P0U3 419-644 limits assumed): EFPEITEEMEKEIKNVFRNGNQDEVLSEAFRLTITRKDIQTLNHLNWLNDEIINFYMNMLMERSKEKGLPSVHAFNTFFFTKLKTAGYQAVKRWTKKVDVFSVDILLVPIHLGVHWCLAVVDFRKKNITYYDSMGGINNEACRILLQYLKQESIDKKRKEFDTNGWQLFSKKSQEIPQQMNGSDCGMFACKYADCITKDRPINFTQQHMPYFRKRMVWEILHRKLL
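system = hSENP1 catalytic domain, recombinant | reagent = SFCypet-SUMO1-SFYpet substrate at 25 nM | doses = one dose per compound, 10 µM, 0.5% DMSO | incubation = enzyme reaction for 50 min at room temperature, dark | measured by = FRET, CFP and YFP emission | controls = no-enzyme low, enzyme-DMSO high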
Apaf-1 inh – inhibitors of human Apaf-1 apoptosome, primary screen, biochemical, DEVD-Rh110 fluorescence, uHTS | Apoptotic protease-activating factor 1 (Homo sapiens), O14727 | reconstituted apoptosome caspase-3 activity | inhibition, % at 20 µM | actives 0.71% (n = 330,000); active = inhibition of at least 40% at 20 µM;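 note: plate controls were DMSO wells for no effect and DEVD-CHO caspase inhibitor wells for full effect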
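Assay system – apoptosome proteins · Medium – Hepes buffer, pH 7.5 · Also added – cytochrome c with DEVD-Rh110 · Timing – 30 min compound preincubation, 50 min activation, room temperature · Detection – Rh110 fluorescence, excitation 480 nm, emission 540 nm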
A3G deaminase – APOBEC3G DNA deaminase inhibitors, primary screen, biochemical, fluorescence, single-stranded DNA substrate, uHTS | inhibition, % at 20 µM | AID 493012, 2011 | recombinant A3G, ssDNA deamination FAM/TAMRA fluorescence | DNA dC->dU-editing enzyme APOBEC-3G (Homo sapiens), Q9HC16 | actives 0.28% (n = 330,000);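 active = inhibition of at least 40% at 20 µM, with no more than 30% in the related APOBEC3A deaminase screen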;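 note: plate controls were DMSO wells with A3G for no effect and wells lacking A3G enzyme for full effect; some compounds called inactive have numbers as strong as hits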
Target sequence (Q9HC16 whole entry, looked up): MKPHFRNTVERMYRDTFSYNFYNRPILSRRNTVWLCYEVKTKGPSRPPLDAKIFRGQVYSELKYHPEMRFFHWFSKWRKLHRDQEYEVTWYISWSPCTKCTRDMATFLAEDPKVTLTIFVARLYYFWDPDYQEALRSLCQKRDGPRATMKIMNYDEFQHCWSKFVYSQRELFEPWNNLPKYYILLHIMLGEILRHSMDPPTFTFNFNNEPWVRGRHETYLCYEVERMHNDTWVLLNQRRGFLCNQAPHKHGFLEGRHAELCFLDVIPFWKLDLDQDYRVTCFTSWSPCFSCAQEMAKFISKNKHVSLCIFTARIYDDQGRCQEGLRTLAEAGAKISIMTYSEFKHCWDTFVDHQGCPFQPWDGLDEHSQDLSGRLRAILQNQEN
SENP6 block – SENP6 protease inhibitors, primary screen, biochemical, luminescence, uHTS. Recombinant SENP6 catalytic domain, aminoluciferin luminescence. AID 2599, 2010. inhibition, % at 10 µM. actives 1.8% (n = 330,000). Sentrin-specific protease 6 (Homo sapiens), Q9GZR1;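 active = inhibition above about 50% at the single tested dose, limit read from the data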;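 note: plate controls were DMSO wells with enzyme for no effect and DMSO wells lacking enzyme for full effect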
SENP8 block-1 – human SENP8 protease inhibitors, primary screen, biochemical, fluorescence, Nedd8 protein substrate, uHTS | recombinant SENP8 | actives 0.64% (n = 360,000) | AID 602440, 2012 | inhibition, % at 20 µM | Sentrin-specific protease 8 (Homo sapiens), Q96LD8; in the data active = inhibition mostly above about 40%, no sharp cut-off; inactive = mostly below about 27%
SENP7 inh – SENP7 protease inhibitors, primary screen, biochemical, luminescence, uHTS; recombinant SENP7, Z-RLRGG-aminoluciferin luminescence, 40 min; inhibition, % at 5 µM; actives 1.5% (n = 330,000);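 active = inhibition above about 50% at the single test dose, limit read from the data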;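 note: plate controls were DMSO with enzyme for no effect and no enzyme buffer wells for full effect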
Target sequence (Q9BQF6 706-1050 limits assumed): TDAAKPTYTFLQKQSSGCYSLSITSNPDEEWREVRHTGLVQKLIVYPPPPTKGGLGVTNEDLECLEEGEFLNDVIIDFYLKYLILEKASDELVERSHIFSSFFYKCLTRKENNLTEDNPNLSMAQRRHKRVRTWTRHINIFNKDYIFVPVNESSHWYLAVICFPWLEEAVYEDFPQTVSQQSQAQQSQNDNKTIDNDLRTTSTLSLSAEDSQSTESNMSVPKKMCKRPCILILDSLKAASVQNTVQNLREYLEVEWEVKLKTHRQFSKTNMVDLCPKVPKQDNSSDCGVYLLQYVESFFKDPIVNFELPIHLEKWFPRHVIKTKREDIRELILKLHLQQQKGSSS
UBC13 inh – UBC13 polyubiquitin chain formation inhibitors, primary screen, biochemical, TR-FRET, uHTS; Ubiquitin-conjugating enzyme E2 N (Homo sapiens), P61088; inhibition, % at 20 µM; actives 0.47% (n = 330,000); in the data active = inhibition above about 45%, passing the limit was not always enough
SENP8 block-2 – SENP8 protease inhibitors, primary screen, biochemical, luminescence; Sentrin-specific protease 8 (Homo sapiens), Q96LD8; purified SENP8, Z-RLRGG-aminoluciferin cleavage; inhibition, % at 10 µM; actives 1.2% (n = 330,000); AID 2540, 2010; in the data active = inhibition above about 50%
Active calls of the source: *; i = inactive; . = no result given.

SMILES	SENP1 inh	Apaf-1 inh	A3G deaminase	SENP6 block	SENP8 block-1	SENP7 inh	UBC13 inh	SENP8 block-2
CCc1ccc(OCC2NCCc3cc(OC)c(OC)cc32)cc1 (stereo unspecified)	-4	7	-2	-24	-167	8	0	-6
O=C(NC(=S)NNC(=O)c1ccco1)c1ccc(Br)cc1	1	-1	0	-2	11	8	-15	12
CCc1ccc(S(=O)(=O)Nc2c(C)nc3nc[nH]n3c2=O)cc1	3	-4	-6	-10	13	3	4	3
CC(C)(C)c1ccc(C(=O)c2c[nH]c(C(=O)NCC3CCCO3)c2)cc1 (stereo unspecified)	-2	13	-8	-20	21	-7	8	-6
O=C(CSc1nc2c(c(=O)n1-c1ccc(Cl)cc1)SCC2)N1CCCC1	-3	3	-3	8	-4	-7	-8	3
O=C(CSc1nc(-c2ccco2)cc(C(F)(F)F)n1)N1CCc2ccccc2C1	-13	22	-4	3	-14	3	-3	-3
Cc1cc(C)c[n+](C[n+]2cc(C)cc(C)c2)c1	2	3	-5	13	5	0	2	-1
Cc1cccc(N(Cc2ccc(Cl)cc2)S(C)(=O)=O)c1	-1	6	-8	0	6	-6	0	-8
Cc1cc2c(cc1C)C(c1cc(Br)ccc1F)CC(=O)N2 (stereo unspecified)	1	17	-3	0	18	1	-9	-7
CCOC(=O)N1CCN(C(=O)c2cc(OC)c(OC)c(OC)c2)CC1	2	-3	15	-13	12	1	-4	-7
O=C(Nc1cccc2ccccc12)/C(=C/c1cccc([N+](=O)[O-])c1)NC(=O)c1cccs1	-20	-2	-8	-15	16	-10	-12	-12
CCOC(=O)c1c(-c2ncc(C(F)(F)F)cc2Cl)noc1C	2	-2	-7	-1	0	-5	5	0
Nc1nc(-c2ccccc2)cc(N2CCCCC2)n1	-1	-7	-3	1	-60	4	10	-4
Cc1ccc(N=C2NC(=O)/C(=C\c3ccsc3)S2)c(C)c1	4	11	-9	3	23	2	-18	0
CCC(C)(C)NC(=O)CN(C(=O)CCC(=O)Nc1ccccn1)c1ccc2c(c1)OCO2	1	8	-4	-9	9	6	2	7
CCN(CC)S(=O)(=O)c1cc(C(=O)Nc2cc(C)on2)ccc1Cl	3	5	-8	-30	14	2	7	-8
CCOC(=O)c1ccc(NC(=O)CSc2nc(SC)ns2)cc1	0	2	-6	10	14	0	-1	-8
Cc1nnsc1C(=O)N1CCC(CO)(Cc2ccccc2Cl)CC1	2	-15	0	4	15	11	-3	-1
Cc1ccc(-c2nn(-c3ccccc3)cc2/C=C2\SC(=S)N(CC(=O)O)C2=O)cc1	-27	0	-3	-11	2	-1	-24	0
CCCCn1c(N)c(N(CCOC)C(=O)COC(=O)/C=C/c2ccc(Br)cc2)c(=O)[nH]c1=O	3	8	-1	-12	5	5	-5	2
CC(C)(C)c1cc(CCC(=O)NN)cc(C(C)(C)C)c1O	2	-10	-8	-6	0	1	17	-2
Cc1ccc(N(Cc2cc3ccccc3[nH]c2=O)C(=O)c2cccs2)cc1	0	7	-5	-2	-4	2	8	3
Cc1cccc(NC(=O)c2nc[nH]c2C(=O)NCCCCCNC(=O)OC(C)(C)C)c1	2	28	-8	0	8	6	6	4
CC1(C)c2[nH]c3ccccc3c2C[C@@H]2C(=O)N(Cc3ccccc3Cl)C(=O)N21	-49	9	-7	-17	8	7	1	-8
Cn1c(N)c(C#N)c2c(c1=S)CSC(C)(C)C2	-20	11	-4	39	-42	12	-8	6

Three entries from above, field by field.
canonical_smiles: CCOC(=O)c1c(-c2ncc(C(F)(F)F)cc2Cl)noc1C
  SENP1 inh: 2	Apaf-1 inh: -2	A3G deaminase: -7	SENP6 block: -1	SENP8 block-1: 0	SENP7 inh: -5	UBC13 inh: 5	SENP8 block-2: 0
canonical_smiles: Nc1nc(-c2ccccc2)cc(N2CCCCC2)n1
  SENP1 inh: -1	Apaf-1 inh: -7	A3G deaminase: -3	SENP6 block: 1	SENP8 block-1: -60	SENP7 inh: 4	UBC13 inh: 10	SENP8 block-2: -4
canonical_smiles: Cc1ccc(N=C2NC(=O)/C(=C\c3ccsc3)S2)c(C)c1
  SENP1 inh: 4	Apaf-1 inh: 11	A3G deaminase: -9	SENP6 block: 3	SENP8 block-1: 23	SENP7 inh: 2	UBC13 inh: -18	SENP8 block-2: 0

Next section.
SMILES	SENP1 inh	Apaf-1 inh	A3G deaminase	SENP6 block	SENP8 block-1	SENP7 inh	UBC13 inh	SENP8 block-2
O=C(Nc1ccc2oc(-c3ccncc3)nc2c1)c1ccccc1F	0	13	-5	-15	i	-9	24	-15
Cc1ccc2oc(=O)c3cnn(CC(=O)NCCC(C)C)c3c2c1	1	8	1	-20	12	4	-2	-1
O=C(O)CC1c2ccccc2CCN1S(=O)(=O)c1ccc(F)cc1 (stereo unspecified)	2	-6	-4	4	8	-4	-7	-9
COc1ccc(N2Cc3ccc(C(=O)N/N=C\c4ccc(O)cc4O)cc3C2)cc1	.	10	-2	6	.	6	20	7
O=C(O)C1CCN(c2ccc([N+](=O)[O-])cc2[N+](=O)[O-])CC1	2	-27	5	-8	20	3	-8	10
Cc1cccc(C)c1NC(=S)NCCc1ccccn1	1	-2	-11	0	15	4	0	-1
COc1ccc(OCc2cc(C(=O)N3CCCC3)no2)c2ccccc12	-6	30	1	19	-15	11	-5	17
Cc1ccccc1NNC(=O)C(=O)NNc1ccccc1C	0	-15	4	8	30	7	-3	0
O=C(Nc1nnc(-c2ccc(Cl)s2)o1)C1CC1	-1	-3	-7	-2	-152	-1	2	-3
c1ccc(N2CCN(c3cnc4ccccc4n3)CC2)cc1	0	10	29	14	-11	-1	7	1
Cc1nc(NCCC(C)C)c2nnn(Cc3ccccc3)c2n1	-2	-3	-9	-16	11	-5	-2	6
CCCCNC(=O)/C(=C/c1ccccc1)NC(C)=O	2	-7	4	3	18	10	-8	6
Cc1ccc(OCCCC(=O)Nc2cc(S(=O)(=O)N3CCOCC3)ccc2N2CCOCC2)cc1	0	12	0	4	-7	4	1	-1
O=C(Nc1cnn(Cc2ccc(F)cc2)c1)c1noc2c1CCCC2	-2	1	-6	-2	9	2	16	-3
Cc1cnc(NC(=O)Cc2ccccc2F)s1	-1	2	-10	-19	8	-3	5	-3
CSc1cccc(-c2nnc(NC(=O)c3cccc(N4C(=O)CCC4=O)c3)o2)c1	-1	5	4	-13	0	2	0	4
CN(CCCNC(=O)Cn1cccc1C(=O)c1ccccc1)C1CCCCC1	1	5	-8	-51	6	12	6	-3
CC(=O)N1CCc2cc(S(=O)(=O)NCCCN3CCC(C)CC3)ccc21	1	-7	-11	-6	8	-3	0	-2
O=C(Nc1c(F)cccc1F)c1ccc2c(c1)CCN2S(=O)(=O)c1ccccc1	3	5	-2	-20	12	-6	-3	-8
CC(C)OC(=O)Nc1ccc(Oc2c(F)c(F)c(F)c(F)c2F)cc1	0	4	1	-8	-3	-3	-14	1
COc1ccc(/C=C/C(=O)N(CC(C)C)CC(C)C)cc1Br	1	32	5	-11	16	11	7	-4
Cn1c(=O)[nH]c(=O)c2c1nc(Br)n2CCSc1ncccn1	2	-2	-2	-43	3	5	-2	11
Cc1ccc(C(=O)NCC(=O)N/N=C/c2cccs2)cc1[N+](=O)[O-]	0	3	5	-20	9	8	-6	-1
Cc1[nH]c2ccccc2c1C(=O)COC(=O)c1c(-c2c(F)cccc2Cl)noc1C	4	29	-7	-12	6	-4	-9	-9
COc1ccc(-n2c(SCC(=O)Nc3cc(C)on3)nc3ccccc3c2=O)cc1Cl	2	-8	1	-8	6	3	4	3
SMILES	SENP1 inh	Apaf-1 inh	A3G deaminase	SENP6 block	SENP8 block-1	SENP7 inh	UBC13 inh	SENP8 block-2
Cc1nnc2ccc(-c3ccc(NS(=O)(=O)c4ccc(Cl)s4)cc3)nn12	23	13	5	-9	-373	7	-2	-9
COc1ccc(N2C(=O)CCC2=O)c(OC)c1	2	-1	-2	-25	23	-9	-8	-8
CSCC[C@H](NC(=O)C1CCN(S(=O)(=O)c2ccccc2)CC1)C(=O)NC1CC1	0	2	-2	5	9	-2	-1	2
COc1ccc(NC(=O)CCSc2cc(C)c3ccccc3n2)cc1	0	9	-3	-20	34	-1	17	-6
Cc1ccccc1OCC(=O)NCCNC(=O)c1ccccn1	0	1	3	-12	11	7	-1	-18
CCOCCCNC(=O)CN1CCN(c2ccc(F)cc2)CC1	2	-18	-7	8	17	-9	8	0
O=C(CSc1ncn[nH]1)Nc1cccc(S(=O)(=O)N2CCCCCC2)c1	0	-1	-8	-1	17	5	15	-9
COC(=O)C1CCN(Cc2ccc(C)cc2)CC1	2	1	-1	-11	33	1	2	3
COc1ccc(-n2c(COc3ccc4ccccc4c3)nnc2SCC(=O)NCc2ccco2)cc1	0	24	-4	1	12	1	15	0
C/C(CC(=O)Nc1ccc(Cl)cc1)=N\NC(=O)C(=O)N1CCCCC1	0	3	-6	-13	28	1	-12	-1
COC(=O)c1onc(C(=O)c2ccccc2)c1C(=O)OC	-1	-16	-4	-9	20	-3	2	-8
N#C/C(=C\c1ccccc1Cl)C(=O)NC(=O)Oc1ccccc1	-3	-1	-8	-53	3	7	-2	-7
Cc1[nH]n(-c2ccccc2)c(=O)c1-c1ccc(Cl)cc1	-18	10	2	2	-19	3	-9	3
Cc1cc(C)nc(SCCN(C)C)n1	0	-11	-6	8	11	0	-3	4
CC1C(=O)N2CCCc3cc(NS(=O)(=O)c4ccc(F)cc4)cc1c32 (stereo unspecified)	6	8	1	-1	7	2	-5	5
CCCS(=O)(=O)C(=C(Nc1ccccc1)Nc1ccccc1)S(=O)(=O)CCC	2	-7	-7	7	13	6	0	4
Cn1nc(C(=O)OCC(=O)NCc2ccc(Cl)cc2)c2ccccc2c1=O	1	6	2	-8	11	0	-13	-5
C=CCN(c1ccc(C(=O)NCCN2CCOCC2)cc1)S(C)(=O)=O	1	-7	-9	2	16	-1	-1	-6
Cc1ccc(OCCCn2ccnc2)c([N+](=O)[O-])c1	4	-2	-5	-1	4	1	4	0
O=S(=O)(/C=C/c1ccccc1)Nc1ccc2c(c1)OCO2	1	14	2	-11	11	-8	-9	-7
Cc1[nH]c2ccccc2c1SCCN	3	28	-8	-17	6	-15	8	-11
Cc1oc2cc(O)ccc2c(=O)c1Oc1ccc2ccccc2c1	-8	-6	-4	3	-272	-3	10	-3
COc1cc([N+](=O)[O-])ccc1NC(=O)N1CCCCCC1	0	11	-6	-19	6	1	-5	-6
COCCn1ccc2c(OCC(=O)Nc3cccc(NC(C)=O)c3)cccc2c1=O	0	-12	-1	-2	-80	-4	-10	5
CN(C)C1=NC[C@H](Cc2ccccc2)N1CCC1CCCC1	1	11	-13	-6	26	-10	0	-6
O=C(CSc1nc(-c2ccccc2)c(-c2ccccc2)o1)Nc1nncs1	4	9	-5	-4	-133	0	-2	4
CC(C)CN1CCN(Cc2cccn2-c2ccccn2)CC1CCO (stereo unspecified)	-4	-6	-1	-51	-16	-5	5	0
Cc1cccc(N2C(=O)C3C(c4ccccc4)OC4(C(=O)c5ccccc5C4=O)C3C2=O)c1 (stereo unspecified)	-5	-2	-8	-19	-171	-6	0	-7
O=C(Cn1cnc2ccccc2c1=O)Nc1cccc(-c2nnc3n2CCCCC3)c1	1	-7	-8	4	12	3	-5	-2
CC(=O)c1ccccc1Oc1cc(NN2CCCCC2)c([N+](=O)[O-])cc1[N+](=O)[O-]	2	4	-12	-18	39	-5	-17	3
